Screening results deposited in PubChem BioAssay by several laboratories.
P. falciparum M1AAP: P. falciparum M1AAP inhibitors, biochemical, fluorogenic H-Leu-NHMec substrate, 1536-well (AID 1445); recombinant M1AAP, H-Leu-NHMec fluorogenic kinetic assay; higher % means a stronger effect; 220,000 tested, 0.42% active; inhibition, % at 30 µM; hits with a dose series show IC50 in µM;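 active means primary inhibition above the hit cutoff, then over 50% inhibition at one or more dose response concentrations, cut at about 23% in these data, passing the limit was not always enough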;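 further: plate controls were DMSO full reaction for no effect and no enzyme background for full effect; strong numbers were not always called active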
LYP phosphatase: PTPN22 lymphoid phosphatase activity blockers – biochemical, fluorescence intensity, uHTS (AID 1779); recombinant LYP phosphatase, fluorescence intensity; higher % means a stronger effect; 290,000 tested, 0.054% active; inhibition, % at 11.5 µM, or IC50 in µM where a hit was titrated;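 further: plate controls were vehicle with enzyme for no effect and no enzyme for full effect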
ER stress rescue: protection against thapsigargin-triggered cell killing – 384-well, CSM14.1, ATP luminescence, primary screen (AID 1222) | 190,000 tested, under 10 active | CSM14.1 thapsigargin-induced death rescue, ATP luminescence; higher % means a stronger effect | cellular ATP content (survival), % at 20 µM; hits with a dose series show EC50 in µM;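 active means EC50 below 50 µM in the dose-response confirmation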;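 further: death triggered by thapsigargin at about 15 µM added after 2 h compound pretreatment; cell ATP read after overnight thapsigargin exposure of roughly 18 to 22 hours; normalized against plate controls of thapsigargin alone and 5% DMSO vehicle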
XIAP displacement: small molecules displacing peptide from XIAP – biochemical, IAP family, fluorescence polarization (AID 1018). displacement, % at 20 µM, or IC50 in µM where a hit was titrated. XIAP BIR domain, fluorescence polarization peptide displacement; higher % means a stronger effect. 200,000 tested, 0.007% active; in the data active means displacement above about 50%; further: a part of the inactive calls stands beside numbers as strong as those of hits
M17LAP inhibition: P. falciparum M17LAP inhibitors, primary screen, biochemical, fluorogenic H-Leu-NHMec substrate, 1536-well (AID 1619) | 220,000 tested, 0.38% active | recombinant M17LAP, H-Leu-NHMec fluorogenic kinetic assay; higher % means a stronger effect | inhibition, % at 30 µM, or IC50 in µM where a hit was titrated;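 active means compound inhibiting the enzyme by more than half at any dose during confirmatory dose-response retesting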;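 further: plate controls were full reaction with DMSO carrier for no effect and no enzyme background for full effect; strong numbers were not always called active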
PMI inhibition: human PMI inhibitors, high substrate, primary screen, biochemical, fluorescence intensity, high mannose 6-phosphate (AID 1220); recombinant PMI enzyme, coupled fluorescence intensity; higher % means a stronger effect; one-dose inhibition, % at 20 µM; IC50 in µM for titrated hits; 190,000 tested, 0.66% active
TNAP activators: stimulation of alkaline phosphatase TNAP activity – biochemical, luminescent, no phosphate acceptor, uHTS, primary screen (AID 1001); purified TNAP, luminescent activation assay, no phosphate acceptor; higher activation fold means a stronger effect; activation fold at 20 µM, or EC50 in µM where a hit was titrated; 200,000 tested, 0.03% active; in the data active means activation fold from about 3, or a potency from the dose series; inactive means the rest, 99 in 100 with activation fold below about 1.6; further: many of its hits are not listed in these tables
Myeloid diff 2: compounds promoting myeloid differentiation; ER-HoxA9 myeloid progenitors, lysozyme-GFP differentiation, flow cytometry; calls only at 10 µM; 360,000 tested, 1% active; AID 624256;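 active means normalized GFP-positive differentiation at or above the plate's own cutoff, the solvent-only control mean plus 3 SD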;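 further: cells exposed to compound for four days before flow analysis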
human PMI inhibition: MPI enzyme activity inhibition – biochemical, fluorescence intensity, coupled assay, primary screen (AID 1209); 190,000 tested, 0.42% active; purified PMI enzyme, coupled fluorescence intensity; higher % means a stronger effect; one-dose inhibition, % at 20 µM; IC50 in µM for titrated hits;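 further: plate controls were DMSO vehicle for no effect and wells lacking substrate for full effect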
Myeloid diff 2 GFP+ MAC1+ %: recorded beside Myeloid diff 2, whose call it bears; GFP+ MAC1+ double positive, %; measured here: differentiation confirmed by MAC1 staining
* = called active by the depositor; i = inactive; nt = not tested or not shown; + = active, no number. Unless noted, no stated cut-off is given here; in the data, active means inhibition above about 50%; inactive means the rest.

#	Structure	P. falciparum M1AAP	LYP phosphatase	ER stress rescue	XIAP displacement	M17LAP inhibition	PMI inhibition	TNAP activators	Myeloid diff 2	Myeloid diff 2 GFP+ MAC1+ %	human PMI inhibition
1	CCc1ccc(C(O)(c2ccccc2OC)C(CN2CCOCC2)c2ccccc2)cc1 (stereo not drawn)	20%	9%	-1.1%	-2.6%	1%	-9%	1	i	0.2	-7%
2	N#CCCN1CCN(S(=O)(=O)c2ccc(S(=O)(=O)NC3CC3)cc2)CC1	5%	-3%	-1.8%	-2.9%	-9%	6%	1.1	i	1.9	9%
3	COc1cccc(/C=N/NC(=O)CCCC(=O)NC2CCCCC2)c1	-3%	-4%	-1.1%	-9.7%	-23%	3%	1.1	i	1.5	16%
4	CCc1nnc(NC(=O)CN2C(=O)c3ccccc3C2=O)s1	1%	0%	2.0%	0.5%	7%	-3%	1.1	i	3.2	1%
5	Oc1ccc(-c2n[nH]c(=S)n2Cc2ccccc2)cc1	2%	1%	nt	-0.4%	-27%	10%	0.8	i	0.4	14%
6	COc1cccc(C2=CC(c3cc(OC)ccc3OC)n3nnnc3N2)c1 (stereo not drawn)	10%	0%	-1.9%	-0.2%	-155%	8%	1.1	i	0.7	12%
7	CCCCCn1c(=O)[nH]c2c(c1=O)CCC2	-1%	-8%	0.4%	-1.7%	1%	5%	1.1	i	3.1	6%
8	O=C(N1CCN(c2ccccc2)CC1)C12CC3CC(CC(C3)C1)C2	4%	-6%	-0.6%	-15%	3%	8%	1.1	i	0.6	-6%
9	CCOc1cccc(-c2cc(C(=O)N/N=C/c3ccc(OC)c(CN4CCOCC4)c3)c3ccccc3n2)c1	5%	7%	-2.8%	-1.0%	6%	14%	1.1	i	0.6	23%
10	CSc1ccc(-c2nnn(Cc3ccccn3)n2)cc1	13%	-9%	-1.6%	-4.6%	15%	-1%	1.1	i	1.7	-1%
11	CCn1ncc(CN2CCCC(C(=O)c3cccc(OC(C)C)c3)C2)c1C (stereo not drawn)	-6%	0%	-0.5%	-5.7%	-5%	-8%	1	i	0.2	4%
12	COc1ccc(OC)c(-c2cc(C(=O)Nc3sc4c(c3C#N)CCC(C)C4)c3ccccc3n2)c1 (stereo not drawn)	2%	7%	1.5%	-5.8%	-4%	5%	0.9	i	1.9	-1%
13	O=C(CSc1nc(-c2ccc(F)cc2)nc2c1Cc1ccccc1O2)Nc1ccc(C(=O)O)cc1	-1%	22%	nt	-68%	-5%	4%	1.3	i	0.4	5%
14	Cc1noc(C)c1S(=O)(=O)N1CCCC(C(=O)N2CCN(C3CCCCC3)CC2)C1 (stereo not drawn)	8%	5%	-2.8%	-6.4%	16%	1%	1.1	i	2.8	5%
15	COC(=O)c1cc(Br)c(=O)n(Cc2ccco2)c1	-6%	-9%	-1.4%	-2.3%	-2%	5%	1	i	1.2	4%
16	Cc1cc(C)c(OCC(=O)N/N=C/c2ccco2)c(C)c1	5%	-4%	-2.9%	-4.7%	-2%	11%	1.1	i	0.7	19%
17	CCOC(=O)c1[nH]c2ccc(C)cc2c1N=C(C)N(C)C	5%	2%	nt	-2.3%	-4%	9%	1.1	i	1.4	17%
18	Cc1ccc(NC(=O)C2CCN(S(=O)(=O)c3c(C)n[nH]c3C)CC2)nc1	-3%	-4%	-1.4%	-4.8%	-10%	19%	0.4	i	0.7	3%
19	OCc1n[nH]c(CO)n1	2%	-5%	2.6%	-5.6%	4%	3%	0.9	i	11	8%
20	CCCc1cc(C(=O)N(C2CCCCC2)C2CCCCC2)no1	4%	-3%	0.8%	-3.2%	14%	4%	1.1	i	3.2	4%
21	CCCC(C)C(=O)Nc1nnc(C)s1 (stereo not drawn)	-5%	-12%	2.2%	-1.8%	-11%	4%	1.1	i	3.1	13%
22	Cc1ccc(C(=O)CSc2nc3cccnc3n2C)cc1	-1%	2%	nt	-2.9%	44%	5%	1.1	+	1.0*	8%
23	Clc1cccc(-c2nnc3n2CCCCC3)c1	2%	-6%	nt	-6.3%	-8%	0%	1.1	i	0.8	-7%
24	COc1cccc(CNC(=S)NC2CC2)c1	7%	-2%	-0.2%	3.8%	-1%	-4%	1.1	i	0.0	0%
25	Cc1cccc(C)c1NC(=O)CSCC(=O)O	3%	-5%	0.7%	-4.5%	5%	4%	1.1	i	0.6	8%
26	C=CCNC(=O)c1ccc(N(CC=C)S(C)(=O)=O)cc1	-4%	2%	-1.8%	-2.7%	5%	5%	1.1	+	4.4*	5%
27	Oc1ccc2c(c1)oc1cc(O)ccc12	-4%	5%	nt	2.7%	-3%	7%	1.2	i	7.0	11%
28	O=C(c1ccc(Br)cc1)N1CCN(S(=O)(=O)c2ccccc2)CC1	15%	6%	-1.1%	-6.3%	2%	-2%	1.1	i	3.3	4%
29	CCCOc1ccc(C2C(=O)N(C3CCCCC3)CC(=O)N2CCC)cc1OC (stereo not drawn)	-6%	-5%	-0.8%	-1.0%	3%	5%	1.1	i	0.6	2%
30	CCOC(=O)C(C)NC(=O)Cn1ncc2c(=O)oc3ccc(C)cc3c21 (stereo not drawn)	3%	-5%	nt	nt	-1%	nt	nt	i	0.3	nt
31	O=S(=O)(O/N=C1\CCCc2ccccc21)c1ccccc1	8%	-4%	3.9%	-3.1%	6%	-10%	1.1	i	0.8	-1%
32	COc1ccccc1N1CCN(C(=O)CSc2nc(N)cc(=O)[nH]2)CC1	1%	-7%	-4.3%	-9.1%	-21%	3%	1.1	i	6.0	5%
33	CCCCSc1nnc(CNC(=O)C23CC4CC(CC(C4)C2)C3)n1Cc1ccccc1	4%	5%	-0.8%	-3.1%	4%	1%	1.2	i	0.3	5%
34	CC1(C)CC(=O)C([N+](=O)[O-])=C(NCCCC(=O)O)C1	6%	-7%	-1.4%	-11%	22%	4%	1	i	0.1	-5%
35	CC(C)Cc1nc2oc3c(NCCCN4CCOCC4)ncnc3c2c2c1CCC2	6%	-5%	4.7%	-1.1%	15%	-6%	1	i	1.2	2%
36	C#CCOCCOCCOCCNc1nc(N2CCN(C(=O)C([C@@H](C)CC)n3cc(C(N)Cc4ccc(O)cc4)nn3)CC2)nc(N2CCN(C(=O)[C@H](CCC(=O)O)n3cc(C(N)[C@H](C)CC)nn3)CC2)n1 (stereo partly drawn)	-1%	-11%	-1.4%	-4.4%	4%	-19%	1.1	i	2.1	-20%

In the list so far, these contain a halogen:
#	Structure	P. falciparum M1AAP	LYP phosphatase	ER stress rescue	XIAP displacement	M17LAP inhibition	PMI inhibition	TNAP activators	Myeloid diff 2	Myeloid diff 2 GFP+ MAC1+ %	human PMI inhibition
13	O=C(CSc1nc(-c2ccc(F)cc2)nc2c1Cc1ccccc1O2)Nc1ccc(C(=O)O)cc1	-1%	22%	nt	-68%	-5%	4%	1.3	i	0.4	5%
15	COC(=O)c1cc(Br)c(=O)n(Cc2ccco2)c1	-6%	-9%	-1.4%	-2.3%	-2%	5%	1	i	1.2	4%
23	Clc1cccc(-c2nnc3n2CCCCC3)c1	2%	-6%	nt	-6.3%	-8%	0%	1.1	i	0.8	-7%
28	O=C(c1ccc(Br)cc1)N1CCN(S(=O)(=O)c2ccccc2)CC1	15%	6%	-1.1%	-6.3%	2%	-2%	1.1	i	3.3	4%

Following part.
#	Structure	P. falciparum M1AAP	LYP phosphatase	ER stress rescue	XIAP displacement	M17LAP inhibition	PMI inhibition	TNAP activators	Myeloid diff 2	Myeloid diff 2 GFP+ MAC1+ %	human PMI inhibition
37	CCOC(=O)N1CCN(CCC(=O)c2ccc(Cl)cc2)CC1	1%	-1%	-1.7%	-7.5%	-14%	nt	1.1	i	0.8	57%*
38	CC(C)Cn1c(NCCO)nc2ccccc21	0%	-7%	-3.4%	-0.3%	-4%	1%	1.2	i	1.0	1%
39	Cc1ccccc1OCC(=O)Nc1sc(C(=O)Nc2cccc(C)c2C)c(C)c1C#N	-1%	-13%	-1.4%	-3.7%	7%	-15%	1.1	i	7.4	-12%
40	Cc1cccc(OCC(=O)O/N=C(\N)c2ccc(Cl)cc2)c1	9%	0%	1.2%	-5.1%	7%	-3%	1	i	1.0	0%
41	CC(C)Nc1nnc(SC(C)C(=O)NCc2ccc3c(c2)OCO3)s1 (stereo not drawn)	9%	-4%	0.4%	4.3%	7%	5%	1.1	i	0.4	6%
42	COc1cc(/C=N/NC(=O)c2ccc(N(C)S(=O)(=O)c3ccccc3)cc2)cc(OC)c1OC	2%	-3%	2.9%	-3.7%	-4%	7%	1.2	i	0.4	18%
43	O=C(NCc1cccnc1)c1nnc(Cc2ccc(F)cc2)o1	2%	-1%	-1.4%	-2.4%	8%	-1%	0.8	i	1.4	-8%
44	CCN(CC(=O)Nc1ccc2c(c1)OCCO2)c1nc(-c2cccnc2)nc2ccccc12	5%	7%	3.3%	0.9%	-1%	0%	1	i	1.3	-2%
45	N#C/C(=C\c1cccc([N+](=O)[O-])c1)c1nnc2n1CCCCC2	3%	-2%	-2.7%	-17%	-7%	7%	1	i	0.0	10%
46	NC(=O)c1sc2nc(-c3ccco3)ccc2c1N	11%	-4%	-2.5%	-4.4%	13%	28%	1.1	i	1.0	2%
47	CCOCCSc1nnc2nc(C)cc(C)n12	1%	-6%	-0.9%	-0.3%	-2%	0%	1.1	i	1.0	3%
48	COc1ccccc1N(C)S(=O)(=O)c1ccc(C(=O)OC(C)C(=O)NCc2ccc3c(c2)OCO3)cc1 (stereo not drawn)	3%	3%	2.8%	-2.6%	-5%	19%	1.1	i	1.0	14%
49	CCOC(=O)C1CCCN(C(=O)Cc2ccc(Cl)cc2)C1 (stereo not drawn)	17%	-5%	-0.2%	-3.6%	20%	-2%	1	i	1.0	1%
50	COCCOc1cc(NC(=O)c2cccc(OC)c2)c(Cl)cc1Cl	-4%	1%	0.0%	-8.2%	0%	3%	1.1	i	0.1	-1%
51	Cc1ccc2c(c1)CCCN2C(=O)c1cccs1	6%	-3%	1.2%	2.0%	13%	17%	1	i	8.2	19%
52	CC(=C/c1ccco1)/C=N/NC(=O)c1nnn(-c2nonc2N)c1CN(C)C	11%	3%	0.2%	-2.6%	25%	60%*	1	i	0.5	8%
53	Nc1nnc(SCc2cc3c(cc2Cl)OCO3)s1	6%	0%	-3.9%	3.7%	16%	6%	1.1	i	1.7	6%
